Vif inh – inhibitors of HIV Vif; HEK293T cells, Vif self-association by quenched fluorescence, imaging, 24 h; inhibition, % at 7.49 µM; 340,000 tested, 0.35% active; in the data active = inhibition above about 50%, passing the limit was not always enough; also: some results filed as inactive read as strong as hits
Shn3 inh set2 – reduces Shn3 3'UTR luciferase signal in osteoblasts. AID 588674. 360,000 tested, 0.52% active. Clone20 osteoblast Shn3 3'UTR firefly luciferase, 24 h. inhibition, % at 12.5 µM;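 active = mean inhibition of at least 75% with every replicate also reaching 75%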;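 also: 0% = median of neutral control wells and 100% = pilot-screen positive control compound; some compounds past the cut are filed as inactive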
NR2E3 ag-1 – NR2E3 (human) agonism; Q9Y5X4; GST-NR2E3/biotin-RetCOR TR-FRET, 1536-well; inhibition of corepressor binding, % at 4.78 µM; 320,000 tested, 0.12% active; AID 2300;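 active = percent inhibition above the cutoff of mean plus 3 SD of all tested compounds, set per screening campaign, cut at about 20% in these data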;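 also: 0% = DMSO wells and 100% = biotin wells as full block of FRET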
Target sequence (Q9Y5X4 whole entry, looked up): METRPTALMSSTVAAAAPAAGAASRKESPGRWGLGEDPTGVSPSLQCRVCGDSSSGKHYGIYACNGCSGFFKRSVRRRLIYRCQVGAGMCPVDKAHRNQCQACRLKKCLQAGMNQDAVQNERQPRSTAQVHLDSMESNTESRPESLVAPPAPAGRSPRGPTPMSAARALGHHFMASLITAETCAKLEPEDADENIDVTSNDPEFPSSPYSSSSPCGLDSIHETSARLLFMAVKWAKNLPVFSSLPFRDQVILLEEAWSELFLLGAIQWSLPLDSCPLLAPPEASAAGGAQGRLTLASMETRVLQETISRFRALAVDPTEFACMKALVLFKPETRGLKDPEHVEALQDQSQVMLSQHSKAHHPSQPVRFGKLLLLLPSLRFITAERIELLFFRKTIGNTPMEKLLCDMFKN
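Material – GST-tagged NR2E3 plus biotinylated RetCOR corepressor · Quantity – NR2E3 fusion 1.35 nM · Times – 5 h incubation at 4 °C · Medium – pH 7.5 Tris-based buffer · Technique – TR-FRET, Eu(K)-anti-GST donor, streptavidin-D2 acceptor, ex 340, em 617/671 nm · Benchmarks – high control biotin, low control 0.6% DMSO · Format – 1536-well plates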
PDI inh – blocks human protein disulfide isomerase activity | P07237 | PDI insulin aggregation turbidity, A650, 90 min | inhibition, % at 10 µM | 350,000 tested, 0.052% active;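 active = mean inhibition across replicates of 30% or more, whatever share of single replicates reach that level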;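 also: absorbance from insulin aggregation driven by PDI reduction with DTT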
Target sequence (P07237 whole entry, looked up): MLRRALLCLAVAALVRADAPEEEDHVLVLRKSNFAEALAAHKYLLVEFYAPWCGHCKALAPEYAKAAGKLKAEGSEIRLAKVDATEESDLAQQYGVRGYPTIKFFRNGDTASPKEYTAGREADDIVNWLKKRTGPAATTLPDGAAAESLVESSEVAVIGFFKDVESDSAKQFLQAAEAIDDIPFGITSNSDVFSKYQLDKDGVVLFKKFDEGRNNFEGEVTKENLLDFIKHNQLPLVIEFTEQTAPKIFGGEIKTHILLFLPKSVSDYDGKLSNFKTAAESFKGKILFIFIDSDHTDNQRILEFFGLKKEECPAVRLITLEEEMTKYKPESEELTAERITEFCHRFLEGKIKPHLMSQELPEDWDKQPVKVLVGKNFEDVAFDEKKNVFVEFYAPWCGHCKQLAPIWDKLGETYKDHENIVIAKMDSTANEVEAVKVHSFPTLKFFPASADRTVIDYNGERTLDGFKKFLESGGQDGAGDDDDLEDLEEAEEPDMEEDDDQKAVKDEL
CaV13 FRET inh – Disruptors of the CACNA1D IQ motif to Ca2+-dependent inactivation inhibitor domain association, primary screening, Förster resonance energy transfer in intact living …. HEK cells, CFP/YFP FRET ICDI-IQ, plate reader, 10 min; percent FRET-ratio fall versus neutral wells. inhibition, % at 12.3 µM. 340,000 tested, 0.098% active. AID 743397;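 active = mean replicate inhibition of at least 30% and at least 1% of replicates passing that level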;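 also: 0% = median of the neutral control wells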
CF NFkB inh – inhibitors of cystic fibrosis induced NF-kB | KKLEB NF-kB-GFP reporter, PAF-induced, GFP fluorescence overnight | 360,000 tested, 0.86% active | inhibition, % at 5 µM | AID 588850;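 active = at least 50% inhibition at 5 µM, scaled per plate between neutral and stimulator controls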;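 also: PAF is a Pseudomonas aeruginosa culture filtrate used as stimulus; plate controls were PAF-stimulated DMSO wells for no effect and unstimulated DMSO wells for full effect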
KKLEB tox – reduces viability of KKLEB cystic fibrosis airway cells. activity change (cytotoxicity), % at 5 µM. AID 602141. 360,000 tested, 0.36% active. KKLEB CF airway cells viability, ATPlite luminescence, overnight; hits give low values; cells stimulated with P. aeruginosa culture filtrate;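 active = corrected activity change at or below -50% at 5 µM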
MITF TRPM1 inh – MITF TRPM1 promoter inhibition in SK-MEL-5 cells | SK-MEL-5 TRPM1 promoter luciferase, 24 h | inhibition, % at 12.5 µM | 330,000 tested, 0.83% active | AID 488899;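 active = mean inhibition across replicates of 60% or more, whatever share of single replicates reaches that level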; also: values of inactives mirror those of a sister screen read the other way
NR2E3 ag-2 – activates human NR2E3 receptor | CHO-S Gal4-NCOR/VP16-NR2E3 two-hybrid, luciferase | inhibition of corepressor binding, % at 3.98 µM | Q9Y5X4 | AID 602229 | 360,000 tested, 0.35% active;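 active = inhibition above the mean of all tested compounds plus 3 SD, cut at about 70% in these data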;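 also: 0% = DMSO with NR2E3 transfected cells and 100% = cells lacking NR2E3 construct; higher means lower luciferase signal from less NR2E3 corepressor binding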
Peg3 promoter – Peg3 promoter activity inhibition; HeLa PEG-Prom luciferase reporter, luminescence, overnight; AID 588405; inhibition, % at 20 µM; 360,000 tested, 1.7% active;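 active = inhibition of at least 50% at 20 µM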
HIF-2a inh – inhibitors of HIF-2a; 786-0 RCC cells HIF-2a reporter, luciferase luminescence, overnight; inhibition, % at 18.8 µM; 360,000 tested, 0.72% active;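 active = inhibition of the luminescence signal of 40% or more relative to plate controls, in a single-dose primary screen at 18.75 µM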
The depositor's hits bear a star; x = no result given. The order is random; overall some 3.3% were active at least once.

SMILES	Vif inh	Shn3 inh set2	NR2E3 ag-1	PDI inh	CaV13 FRET inh	CF NFkB inh	KKLEB tox	MITF TRPM1 inh	NR2E3 ag-2	Peg3 promoter	HIF-2a inh
O=C(c1cnn2c(C(F)(F)F)cc(-c3ccco3)nc12)N1CCCc2ccccc21	-7	2	0	4	-6	-5	-2	1	-36	-11	15
Cc1ccc2cc(C#N)c(SCc3nnc(-c4ccccc4[N+](=O)[O-])o3)nc2c1	-1	40	1	-36	-5	10	-10	38	-6	30	-35
CC(C)(C)c1ccc(OCCOc2ccc(C(C)(C)C)cc2NC=O)c(NC=O)c1	-17	64	2	-1	-2	11	-6	6	-13	20	24
CCc1ccc2ncc(S(=O)(=O)c3ccc(C)c(C)c3)c(N3CCCC3)c2c1	-12	25	1	5	-5	43	-13	3	0	20	25
COc1ccccc1OCCCC(=O)Nc1ccc([N+](=O)[O-])cc1Br	4	-22	2	2	0	4	2	-8	-8	-1	6
CCCCOC(=O)C1=C(C)Nc2ncnn2C1c1cc(OC)c(OC)cc1OC (configuration not stated)	-2	0	0	-7	-8	6	4	16	-12	12	31
COc1cc(NC(=O)Nc2cccn3nc(COCCO)nc23)cc(OC)c1OC	3	4	x	12	-5	-2	4	x	11	-2	3
CCOC(=O)[C@H]1[C@H]2COc3ccc(OC)cc3[C@@H]2N2C(=O)CN(C)C(=O)[C@@]12C	-2	13	-1	-2	-6	-18	11	3	-17	0	14
COCCNc1nc(=S)[nH]c2cc(OC)c(OC)cc12	x	-2	-3	-12	-5	10	4	14	0	8	6
COc1cccc2sc(N(CCCN(C)C)C(=O)COc3ccc(Cl)cc3)nc12	9	3	-1	8	-3	12	-9	11	2	-20	-3
C[C@H](CO)N1C[C@H](C)[C@@H](CN(C)S(=O)(=O)c2ccc(Oc3ccccc3)nc2)OCc2cn(nn2)CCCC1=O	6	-17	x	3	-3	-1	6	x	-13	24	6
CC(Sc1nnc2ccccn12)C(=O)Nc1ccc(N2CCOCC2)cc1 (configuration not stated)	-6	6	x	9	-1	-20	9	1	-2	2	-10
CN(C)c1ccc(N/C=C/C(=O)C(C)(C)C)cc1	x	-67	-21	-3	x	4	9	-12	-71	-175	-120
COc1ccc2[nH]c(=O)c(CN(C(C)=O)c3ccc(C)c(C)c3)cc2c1	4	3	1	1	-5	-3	-8	-8	-28	15	15
CCCCNC(=O)C1(C)CCCCN1C(=O)c1ccc(F)c(C)c1 (configuration not stated)	4	-4	x	1	-6	14	-2	x	-41	-2	18
O=C(NCc1ccon1)C1CCC(=O)N(CCc2cccc(F)c2)C1 (configuration not stated)	x	4	x	9	-3	-11	2	6	2	5	11
CC(=O)Nc1cccc(-c2ccnc3c2CC(C)(C(=O)Nc2ccc(Cl)c(C(F)(F)F)c2)O3)c1 (configuration not stated)	-6	40	x	10	-5	-9	-6	x	-16	46	-5
CN(C)CCNc1c(N)c(=O)oc2ccccc12	-6	8	0	0	5	-7	5	25	-20	1	15
Cc1nc2ccccc2n1-c1nc(-c2ccco2)cc(C(F)(F)F)n1	4	-1	1	-16	-9	94*	-82*	76*	2	72*	46*
Cc1ccc(S(=O)(=O)CC(=O)c2ccccc2[N+](=O)[O-])cc1	-3	5	3	0	-21	19	5	-1	-1	21	17
Cc1ccc(S(=O)(=O)N(C)C)cc1NC(=O)COC(=O)COc1ccc2c(c1)CCC2	7	13	-1	2	-5	2	4	-2	22	-4	-2
COc1cc(O)cc2c1[C@@H]1Oc3c(ccc(O)c3CC=C(C)C)[C@@H]1CO2	-29	36	3	x	x	2	-4	18	0	20	5
c1ccc(-n2nc3ccccc3n2)cc1	3	-56	0	0	-5	-11	-2	-32	1	-25	-5
O=C1CC(N2CCN(c3ccccc3Cl)CC2)C(=O)N1c1ccccc1 (configuration not stated)	x	15	3	-57	x	-8	0	0	-4	11	20
CCCCN(C(=O)COC(=O)c1sccc1C)c1c(N)n(CCC)c(=O)[nH]c1=O	x	-44	x	-10	-9	15	-11	x	-39	7	10
Cc1cccc(N(CC(=O)NC2CC3CCC2C3)S(=O)(=O)c2ccccc2)c1 (configuration not stated)	-4	-6	1	6	-7	-11	0	1	-15	19	13
Cc1nc(SCC(=O)N2CCCCCC2)c2c(=O)n(C)c(=O)n(CC(C)C)c2n1	12	x	x	3	-2	8	7	5	19	29	16
COc1ccc2[nH]c(=O)c(CN(Cc3nnnn3Cc3ccccc3)CC3CCCO3)cc2c1 (configuration not stated)	-6	12	4	6	-5	3	14	0	2	7	3
CC1=NN(C(=O)c2ccccc2)C(O)(c2ccc(Br)cc2)C1 (configuration not stated)	-6	3	-1	2	-5	-12	0	4	-68	8	-2
COc1ccc(CNC(=O)CS(=O)Cc2nc(-c3ccc(OC)c(OC)c3)oc2C)cc1 (configuration not stated)	-2	-12	2	2	-6	24	-1	-5	9	0	7
O=C(Nc1nnc([C@@H]2C[C@H](O)[C@@H](CO)O2)s1)Nc1ccccc1F	x	-46	x	-28	-5	13	12	x	-35	-91	-118
CC(C)[C@H](Nc1ccc(S(=O)(=O)N2CCOCC2)cc1[N+](=O)[O-])C(=O)OCC(=O)N(C(C)C)C(C)C	-6	34	2	6	-19	0	4	6	7	2	16
COc1ccccc1Cc1c(-c2ccccc2)nc2ccc(Br)cn12	x	-9	x	x	-10	23	-12	x	-50	-113	-186
Cc1cccc(NC(=O)C2CCN(C(=O)NC3CCCCC3)CC2)c1	12	10	4	6	-5	5	-11	-1	-10	5	1
CN1CCN(S(=O)(=O)Cc2ccc(Cl)cc2)CC1	-2	x	2	-2	-19	5	-6	11	3	3	11
CSc1nc(-c2ccc(N(C)C)cc2)c(C#N)c(=O)n1C	149	-76	1	-26	-7	-9	-4	-30	-22	-233	-220
COC(=O)c1ccc(CSc2nnc(CS(=O)Cc3ccc(Br)cc3)n2-c2ccccc2)cc1 (configuration not stated)	-4	-8	-1	3	-2	4	-2	20	-3	36	24
CC(=O)N(C)c1ccc(NC(=O)/C=C/c2ccccc2Cl)cc1	-5	-57	0	-6	-7	-33	-3	-72	-43	-213	-273
Cc1cccc(N2C(=O)C(O)=C(C(=O)c3cccs3)C2c2ccc(C(C)C)cc2)n1 (configuration not stated)	5	-11	-1	3	21	-8	-2	-12	-16	-39	-69
O=C(NCCc1ccccc1)[C@@H]1CC=C[C@@H]2CCN(Cc3ccccc3)C(=O)[C@@H]21	-17	-17	0	2	-6	-7	13	3	-8	3	-4
COc1ccc(-c2nnc(SCC(=O)Oc3ccc(C)cc3)o2)cc1	14	-10	-1	-6	0	8	-8	-4	-13	-5	37
O=c1cc(N2CCc3ccccc32)[nH]c(=O)n1-c1ccc(Cl)cc1	x	-14	0	-9	-6	-4	0	4	-20	-8	12
CS(=O)(=O)N1CCc2cc(C(=O)OCC(=O)c3ccccc3)ccc21	x	-24	2	-3	x	16	-3	-7	-31	-135	-137
N#CCCN1CCN(CCC#N)CC1	0	-5	5	0	x	-17	6	13	-29	2	1
C=CCn1c(Cc2cccs2)nnc1SCC(=O)NCc1ccco1	2	-13	-3	-1	x	3	-4	2	-19	8	7

In the list so far, three have a furan ring, fused or not:
SMILES	Vif inh	Shn3 inh set2	NR2E3 ag-1	PDI inh	CaV13 FRET inh	CF NFkB inh	KKLEB tox	MITF TRPM1 inh	NR2E3 ag-2	Peg3 promoter	HIF-2a inh
O=C(c1cnn2c(C(F)(F)F)cc(-c3ccco3)nc12)N1CCCc2ccccc21	-7	2	0	4	-6	-5	-2	1	-36	-11	15
Cc1nc2ccccc2n1-c1nc(-c2ccco2)cc(C(F)(F)F)n1	4	-1	1	-16	-9	94*	-82*	76*	2	72*	46*
C=CCn1c(Cc2cccs2)nnc1SCC(=O)NCc1ccco1	2	-13	-3	-1	x	3	-4	2	-19	8	7

Returning to the listing, starting 7 compounds before the break.
SMILES	Vif inh	Shn3 inh set2	NR2E3 ag-1	PDI inh	CaV13 FRET inh	CF NFkB inh	KKLEB tox	MITF TRPM1 inh	NR2E3 ag-2	Peg3 promoter	HIF-2a inh
Cc1cccc(N2C(=O)C(O)=C(C(=O)c3cccs3)C2c2ccc(C(C)C)cc2)n1 (configuration not stated)	5	-11	-1	3	21	-8	-2	-12	-16	-39	-69
O=C(NCCc1ccccc1)[C@@H]1CC=C[C@@H]2CCN(Cc3ccccc3)C(=O)[C@@H]21	-17	-17	0	2	-6	-7	13	3	-8	3	-4
COc1ccc(-c2nnc(SCC(=O)Oc3ccc(C)cc3)o2)cc1	14	-10	-1	-6	0	8	-8	-4	-13	-5	37
O=c1cc(N2CCc3ccccc32)[nH]c(=O)n1-c1ccc(Cl)cc1	x	-14	0	-9	-6	-4	0	4	-20	-8	12
CS(=O)(=O)N1CCc2cc(C(=O)OCC(=O)c3ccccc3)ccc21	x	-24	2	-3	x	16	-3	-7	-31	-135	-137
N#CCCN1CCN(CCC#N)CC1	0	-5	5	0	x	-17	6	13	-29	2	1
C=CCn1c(Cc2cccs2)nnc1SCC(=O)NCc1ccco1	2	-13	-3	-1	x	3	-4	2	-19	8	7
CC(C)(C)c1ccc(OC(=O)c2cccnc2)cc1	7	17	3	5	x	3	0	-3	-8	9	-15
COc1cc(C)c(NC(=O)C(=S)NCCc2ccccc2)cc1C	1	31	2	1	1	16	0	4	-50	3	-25
CC(C)(C)OC(=O)C1=CC[C@@H](c2ccc(Cl)c(Cl)c2)N(S(=O)(=O)c2ccc(F)cc2)[C@H]1c1cccc(F)c1	34	5	x	x	-7	15	-14	x	1	28	9
Cc1cc(/C=N/NC(N)=O)c(C)n1-c1ccc(F)cc1	2	-12	0	0	-3	-3	6	-2	10	-4	18
COc1cc(C)c(C)cc1S(=O)(=O)N1CCCc2ccccc21	6	1	2	11	1	17	-8	-9	-10	-3	3
O=[N+]([O-])c1ccccc1Nc1nc(-c2cccnc2)cs1	20	-47	3	-4	-5	-3	-3	-19	-110	-139	-175
NC(=O)CCn1nc(-c2ccccc2)c2ccccc2c1=O	17	4	0	-1	-4	2	10	1	-5	20	16
